XiGFP reactiv – activators of inactive X chromosome reactivation, primary screen, imaging, XiGFP fibroblasts, GFP high-content imaging, set 2. XiGFP mouse fibroblasts, % GFP-positive cells imaging, 3 d; cells co-treated with 5-aza-dC sensitizer; scaled so ellipticine positive control = 100%. activation, % at 7.58 µM. hit rate 0.055% among 360,000. AID 743238, 2013;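 active = mean normalized replicate activation at least 10% and every replicate at or above 10%; inconclusive = only one of the two criteria met; inactive = mean below 10% and not all replicates reach 10%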;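 note: 0% = median of on-plate neutral control wells and 100% = ellipticine 6 µM median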
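assay system = SV40-immortalized XiGFP fibroblast cells, line 68-5-11 | buffer or medium = DMEM plus 5-aza-dC sensitizer | doses = single-point pinned compound dosing | times = 3-day compound exposure, then 15 min fixation at room temperature | benchmarks = positive control ellipticine, 6 µM final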
ERp5 block – inhibitors of ERp5-driven insulin aggregation, primary screen, biochemical, turbidity, absorbance 650 nm, single point. 90 min. inhibition, % at 9.99 µM. hit rate 0.05% among 350,000. AID 651711, 2012;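 active = mean replicate inhibition above about 25%, with every replicate also reaching it, limit read from the data, passing the limit was not always enough; inconclusive = only one of those two criteria met; inactive = neither criterion met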
esBAF inh – Bmi1 luciferase reporter increase in mESCs, primary screen, esBAF inhibitor project, mouse ES cells, Bmi1 luciferase knock-in, single point; 24 h; 100% = twice the neutral-well signal; reporter increase, % at 12.5 µM; hit rate 2% among 350,000; AID 602393, 2012; in the data active = activation above about 40%; inconclusive = no clear call, values can overlap the other calls;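 note: 0% = median of the plate's neutral control wells and 100% = double that signal; a rise in the Bmi1 reporter signal indicates esBAF inhibition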
RAD54 branch – inhibitors of human RAD54 branch migration, primary screen, biochemical, fluorescence, single point. inhibition, % at 10.4 µM. hit rate 0.14% among 360,000. AID 602329, 2012. RAD54 Holliday junction branch migration, FAM/BHQ fluorescence. DNA repair and recombination protein RAD54-like (Homo sapiens), Q92698;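 active = mean normalized replicate activity at least 40 and at least half of replicates scoring 40 or more; inconclusive = only one of the two criteria met; inactive = mean below 40 and under half of replicates reaching 40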;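 note: 0% = median of neutral control wells and 100% = median of positive control wells; inhibitors cause a drop in the FAM fluorescence signal; in these data hits start at about 50%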
S100A4 inh HTS – inhibitors of S100A4-myosin IIA peptide binding, primary screen, biochemical, fluorescence polarization, TAMRA-MyoIIA peptide. Protein S100-A4 (Homo sapiens), P26447. hit rate 0.14% among 360,000. inhibition, % at 10.7 µM;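 active = mean inhibition of at least 70% across replicates, with every replicate also reaching that level; inconclusive = mean inhibition reaches 70% but some replicates fall short; inactive = mean inhibition below 70%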
Target sequence (P26447 whole entry, looked up): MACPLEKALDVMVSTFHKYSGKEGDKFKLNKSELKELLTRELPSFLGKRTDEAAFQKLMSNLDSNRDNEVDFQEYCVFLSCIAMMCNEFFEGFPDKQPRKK
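incubation = readout 5 min after mixing, signal stable up to 60 min | system = S100A4 monomer protein | buffer or medium = HEPES pH 7.2 with CaCl2, KCl, NaCl, DTT, Triton | benchmarks = neutral control DMSO, positive control TFP | also added = fluorescent myosin IIA peptide, 5 nM | compound dosing = one concentration per compound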
ERAP1 HTS inh – human ERAP1 aminopeptidase inhibitors, primary screen, biochemical, single point, plate reader; Endoplasmic reticulum aminopeptidase 1 (Homo sapiens), Q9NZ08; inhibition, % at 10.7 µM; AID 652197, 2013; hit rate 0.15% among 340,000; recombinant ERAP1, Leu-AMC fluorescence, 60 min;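 active = mean replicate inhibition of at least 30%, or all replicates individually reaching that 30% level; inactive = mean below 30% and not every replicate reaching it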;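 note: 0% = neutral control wells and 100% = L-leucinethiol positive control wells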
Target sequence (Q9NZ08 whole entry, looked up): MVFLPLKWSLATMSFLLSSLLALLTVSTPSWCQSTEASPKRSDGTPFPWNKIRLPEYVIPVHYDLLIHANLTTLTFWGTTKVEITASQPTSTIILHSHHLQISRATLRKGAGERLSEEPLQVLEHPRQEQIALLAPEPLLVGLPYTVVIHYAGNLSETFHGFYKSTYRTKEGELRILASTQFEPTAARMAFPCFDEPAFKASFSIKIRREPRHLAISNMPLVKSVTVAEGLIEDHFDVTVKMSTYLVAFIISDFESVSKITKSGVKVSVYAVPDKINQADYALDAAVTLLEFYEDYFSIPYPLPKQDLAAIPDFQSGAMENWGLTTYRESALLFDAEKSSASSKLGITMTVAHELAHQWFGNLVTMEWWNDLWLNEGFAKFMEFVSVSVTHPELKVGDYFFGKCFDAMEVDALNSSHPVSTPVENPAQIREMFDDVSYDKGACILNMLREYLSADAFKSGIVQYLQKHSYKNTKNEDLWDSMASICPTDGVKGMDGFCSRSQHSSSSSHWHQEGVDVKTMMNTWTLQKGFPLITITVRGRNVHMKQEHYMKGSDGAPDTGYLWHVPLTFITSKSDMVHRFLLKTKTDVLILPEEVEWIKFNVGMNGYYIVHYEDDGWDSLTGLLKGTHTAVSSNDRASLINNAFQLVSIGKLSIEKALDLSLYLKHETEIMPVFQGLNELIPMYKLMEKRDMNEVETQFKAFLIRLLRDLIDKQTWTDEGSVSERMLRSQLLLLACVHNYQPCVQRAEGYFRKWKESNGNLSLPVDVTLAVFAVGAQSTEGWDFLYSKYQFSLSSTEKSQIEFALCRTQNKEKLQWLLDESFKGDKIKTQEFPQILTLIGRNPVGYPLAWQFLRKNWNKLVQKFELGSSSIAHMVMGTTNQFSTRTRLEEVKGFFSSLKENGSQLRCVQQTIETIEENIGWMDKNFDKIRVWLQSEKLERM
E-selectin induc – E-selectin induction in HUVECs, primary screen, imaging, HUVEC, immunofluorescence imaging, single point; normalized: neutral wells 0, TNF-alpha wells 100; activation, % at 7.58 µM; hit rate 0.37% among 260,000; P16581;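 active = mean E-selectin-positive cell signal at least 10% of the positive control, reached in at least 60% of replicates, without over 20% cell loss; inconclusive = no rule given, readout overlaps actives, possibly toxicity-flagged; inactive = the rest, including those meeting only one limit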;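 note: in these data hits start at about 27%; measured in HUVEC primary endothelial cells; signal is the percent of cells scored E-selectin positive by PE staining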
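Assay system: HUVEC, human umbilical vein endothelial cells / Amount: 3,000 HUVEC/well / Controls: TNF-alpha positive control, DMSO neutral control / Compound dosing: single concentration / Medium: EGM-2 over gelatin coat / Evaluation: percent E-selectin-positive cells / Signal: immunofluorescence imaging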
RAD52 inh – RAD52 DNA annealing inhibitors, primary screen, biochemical, FRET, single point, set 2; AID 651710, 2012; recombinant RAD52 DNA annealing, FRET fluorescence; inhibition, % at 18.7 µM; hit rate 0.46% among 360,000;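 active = every replicate showing at least 50% inhibition; inconclusive = mean inhibition at least 50% but not in every replicate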
Active calls of the source: *; ? = inconclusive; · = no result given. Compounds as they come; about 2.5% have a hit in one of these screens.

SMILES	XiGFP reactiv	ERp5 block	esBAF inh	RAD54 branch	S100A4 inh HTS	ERAP1 HTS inh	E-selectin induc	RAD52 inh
O=c1[nH]c(CN2CCCC2)nc2sc3c(c12)CCC3	0.0	-2	·	·	-1	1	-0.4	-36
CC(=O)Nc1cc(-c2ccccc2)cn2c(-c3ccc(F)cc3)cnc12	0.0	5	-8	-8	-7	1	-0.1	-18
O=C(O)CCC(=O)NNc1ncnc2ccccc12	0.0	0	·	·	-1	-3	0.1	-4
S=C(NCC1CCCO1)Nc1cccc(Cl)c1 (configuration not stated)	-0.1	5	·	·	4	-2	0.1	-4
O=C(NCC1CC1)[C@H]1[C@H](CO)[C@H]2Cn3c(ccc(C4=CCCCC4)c3=O)[C@H]2N1Cc1ccccc1F	0.1	-2	5	3	-9	1	-0.6	-17
COc1cc(C(c2c(C)[nH][nH]c2=O)c2c(C)[nH][nH]c2=O)ccc1OC(C)C	-0.1	-14	1	10	-5	7	·	11
O=C(Cc1cccs1)N1CCN(c2cccc(Cl)c2)CC1	0.0	-2	-6	·	6	0	·	-15
CCC(=O)N1[C@H](CO)[C@H](c2ccc(C#CC(C)(C)O)cc2)[C@@H]1CN(C)C(C)=O	0.2	3	·	·	7	-3	-0.1	-3
CC1CCN(C(=O)COC(=O)C2CCN(S(=O)(=O)c3ccc4c(c3)OCCO4)CC2)CC1	0.1	0	-5	5	2	2	-0.2	2
Cc1ccc(S(=O)(=O)Nc2ccc3c(c2)C(=O)N([C@H](C)CO)C[C@H](C)[C@@H](CN(C)S(=O)(=O)c2c(C)noc2C)OCCCC[C@H](C)O3)cc1	0.0	1	5	1	17	-2	·	-45
CCOC(=O)[C@@H]1[C@H]2COc3cc(OC)ccc3[C@H]2N2C(=O)N(c3cccc(F)c3)C(=O)[C@]12C	-0.1	-1	-7	-7	-2	0	0.6	-6
CNC[C@@H]1Oc2ccc(NC(=O)NC3CCCCC3)cc2CC(=O)N([C@H](C)CO)C[C@@H]1C	0.2	0	2	-8	·	·	0.0	·
CC(=O)c1ccc(NC(=O)C2=CC(c3cccs3)=NS(=O)(=O)N2C)cc1	0.3	1	11	1	2	4	·	-7
COc1cc(/C=N/Nc2ccc(C(F)(F)F)cn2)cc(OC)c1O	0.0	-1	-5	-1	-2	3	·	-1
COc1ccc(CCNC(=O)C2CC3Cn4c(nc5ccccc54)C3N2c2ccccc2)cc1 (configuration not stated)	0.1	-7	-5	1	2	-6	0.0	-16
COc1ccccc1NC(=S)N(CCN1CCCCCC1)Cc1cccs1	0.1	0	·	·	-1	-1	·	-57
Cc1nccn1CCCNC(=O)CC1C(=O)NCCN1Cc1ccccc1C(F)(F)F (configuration not stated)	0.0	-4	-6	1	15	-3	6.1	-32
O=C(c1cc(Br)ccc1OC(F)F)N1CCN2CCCC2C1 (configuration not stated)	0.2	-2	0	-11	-13	-2	·	-14
COc1ccc(OC)c2sc(NC(=O)C3CC3)nc12	0.0	0	-6	5	-1	2	0.0	-8
COCC(C)N=C1NN=C(c2cc(C)n(Cc3ccccc3Cl)c2C)CS1 (configuration not stated)	0.1	-3	·	·	-6	1	1.5	32
CCOCCOC(=O)CCSc1n[nH]c(=O)[nH]c1=O	·	-2	-1	-10	3	-6	·	-2
CNC[C@@H]1Oc2ccc(NC(=O)C3CC3)cc2CC(=O)N([C@@H](C)CO)C[C@H]1C	0.1	-4	2	0	5	5	-0.4	-6
Cc1cccc2cc(C#N)c(NCCNS(=O)(=O)c3ccccc3)nc12	0.0	3	·	·	2	3	0.0	-10
CN(Cc1cn(C)nc1-c1cccc(Cl)c1)CC1CCCCO1 (configuration not stated)	0.0	-2	·	·	2	8	·	4
CNC(=S)Nc1ccc2nc(C)oc2c1	0.1	0	-6	-12	-6	-2	·	-7

Among those listed so far, 2 contain a CF3 group.
SMILES	XiGFP reactiv	ERp5 block	esBAF inh	RAD54 branch	S100A4 inh HTS	ERAP1 HTS inh	E-selectin induc	RAD52 inh
COc1cc(/C=N/Nc2ccc(C(F)(F)F)cn2)cc(OC)c1O	0.0	-1	-5	-1	-2	3	·	-1
Cc1nccn1CCCNC(=O)CC1C(=O)NCCN1Cc1ccccc1C(F)(F)F (configuration not stated)	0.0	-4	-6	1	15	-3	6.1	-32

(continued)
SMILES	XiGFP reactiv	ERp5 block	esBAF inh	RAD54 branch	S100A4 inh HTS	ERAP1 HTS inh	E-selectin induc	RAD52 inh
COc1ccc2[nH]c3c(c2c1)CCN1C(=O)N([C@@H](C)C(=O)NC2CC2)C(=O)[C@]31C	·	-1	-5	-3	-13	·	·	-12
COc1ccc(S(=O)(=O)N(C)C[C@H]2OCCCC[C@H](C)Oc3ccc(NS(=O)(=O)c4c(C)noc4C)cc3C(=O)N([C@@H](C)CO)C[C@H]2C)cc1	-0.2	-2	-5	1	9	-1	-0.2	-13
O=C(OCc1cc(Cl)ccc1OC(F)F)c1cccnc1	0.0	-3	·	·	-5	-5	-0.1	-53
C[C@@H]1CN([C@H](C)CO)C(=O)c2cc(NC(=O)C3CCCCC3)ccc2O[C@H]1CN(C)Cc1ccc(C(F)(F)F)cc1	0.1	1	-2	0	-9	0	?	5
CC(C)CC(N)c1csc(NC(=O)Nc2ccccc2C(C)C)n1 (configuration not stated)	0.2	2	-1	-3	-6	-3	0.0	-17
CC(C)=NNc1nc(-c2ccc(N3C(=O)CCC3=O)cc2)cs1	0.0	2	5	·	-3	-2	16	14
O=C(C[C@@H]1CC[C@@H]2[C@H](COC[C@H](O)CN2C(=O)Nc2ccc(F)cc2)O1)NC1Cc2ccccc2C1	0.0	3	7	3	8	-2	0.1	5
COc1ccc(/C=C2\CCn3c2nc2cc(C(=O)O)ccc2c3=O)cc1	0.0	-3	4	4	-1	-4	0.1	-19
Nc1ccc(C(=O)N/N=C/c2cn(Cc3cccc(F)c3)c3ccccc23)cc1	0.5	-7	14	5	-18	-7	0.7	-26
COc1ccc([C@@H]2Sc3ccccc3N(CCN(C)C)C(=O)[C@@H]2OC(C)=O)cc1	-0.1	3	-5	4	-14	-4	0.0	2
c1ccc(-c2sc3ccccc3c2-c2ccc(OCCN3CCCC3)cc2)cc1	0.0	1	-3	-4	11	·	-0.1	-89
CC1(C)Oc2ccc3ccc(=O)oc3c2C(/C=N/O)C1=O (configuration not stated)	0.1	3	-7	2	0	3	·	-7
CNc1cnc(-c2ccccc2OC)cn1	-0.1	10	10	-10	0	-3	0.2	-7
O=Cc1c(Cl)cccc1Cl	·	-4	2	9	29	1	·	-7
CCN(CC)S(=O)(=O)c1cc([N+](=O)[O-])ccc1N=Nc1c(O)n(C)c2ccccc12	0.3	-7	·	·	3	12	1.8	-2
Cc1noc(C)c1S(=O)(=O)Nc1ccc2c(c1)C(=O)N([C@H](C)CO)C[C@@H](C)[C@@H](CN(C)C(=O)c1ccccc1)OCCCC[C@H](C)O2	0.3	-1	-2	2	-11	2	-0.2	-2
CCCCn1nnc(NC(=S)NC(=O)c2ccc(OCC)c([N+](=O)[O-])c2)n1	0.9	2	·	-5	8	-1	-0.3	-7
COCC#Cc1cnc2c(c1)C(=O)N([C@H](C)CO)C[C@H](C)[C@H](CN(C)C(=O)Nc1c(C)noc1C)O2	0.1	-3	-4	-5	25	-3	-0.4	-16
CCN(CC(=O)NC(=O)NCc1ccccc1)Cc1ccccc1	-0.1	1	-3	-3	1	3	-0.3	-6
CCN(CC(=O)Nc1ccc(C(C)=O)cc1)CC(=O)Nc1ccccc1C(F)(F)F	0.1	-2	·	·	-3	7	15	4
O=C(Nc1c(-c2ccc(Cl)cc2)[nH][nH]c1=O)c1ccccn1	0.0	-1	4	4	0	1	0.4	-13
COc1ccc(C(=O)NCc2ccccc2OC)cc1	·	2	10	-6	3	-4	·	2
COCC#Cc1ccc2c(c1)O[C@@H](CN(C)C(=O)COC)[C@@H](C)CN([C@H](C)CO)S2(=O)=O	-0.7	8	-2	3	1	-1	0.3	9
N#CCCN(Cc1cccnc1)C(=S)NC(=O)c1ccc(S(=O)(=O)N2CCCC2)cc1	0.8	0	·	·	1	-3	2.6	-5
O=C(Cn1cc(C(F)(F)F)ccc1=O)Nc1ccccc1	-0.2	-1	·	8	-3	-2	0.0	-12
SMILES	XiGFP reactiv	ERp5 block	esBAF inh	RAD54 branch	S100A4 inh HTS	ERAP1 HTS inh	E-selectin induc	RAD52 inh
COc1ccc(C2/C=C\CN(CC3CC3)CC(=O)N2Cc2ccc(F)cc2)cc1 (configuration not stated)	-0.1	2	-9	-2	-3	1	-0.1	-26
COc1ccc(CN2C[C@@H](CO)O[C@@H](n3cnc4c(NC5CC5)ncnc43)C2)cc1	0.2	7	0	8	6	-6	-0.1	-4
COc1cc(NC(=O)CCS(=O)(=O)c2ccc3nc(C)sc3c2)cc(OC)c1OC	0.0	-4	-4	8	-4	-3	·	-5
COc1ccc(N2CCN(C3CCCN(C(=O)CCN4CCCCO4)C3)CC2)cc1 (configuration not stated)	0.0	2	-11	0	-3	2	·	-4
O=C(c1cccnc1)N1CC(=O)N2[C@H](C1)[C@H](c1ccc(-c3ccccc3F)cc1)[C@@H]2CO	0.0	-1	·	·	3	1	-0.1	2
C[C@@H]1CCCCO[C@@H](CN(C)S(=O)(=O)c2cn(C)cn2)[C@H](C)CN([C@@H](C)CO)C(=O)c2cc(NS(C)(=O)=O)ccc2O1	-0.2	4	-2	2	16	1	0.1	-3
Cc1noc(C)c1NC(=O)N(C)C[C@H]1Oc2ccc(NC(=O)c3ccncc3)cc2C(=O)N([C@@H](C)CO)C[C@@H]1C	0.0	4	-4	8	2	-1	-0.1	-7
COc1ccc(-n2nnc3c(=O)n(CC(=O)OCc4ccccc4)cnc32)cc1	0.0	0	0	-7	-6	0	0.5	-6
COc1ccc(NC(=O)N(C)C[C@H]2Oc3ccc(NS(=O)(=O)c4ccc(OC)cc4)cc3C(=O)N([C@@H](C)CO)C[C@H]2C)cc1	-0.2	2	-5	3	9	5	-0.4	3
c1ccc(Oc2ccc3ccccc3n2)cc1	0.2	-4	·	·	-9	2	0.0	-13
COCCCN1C(=O)c2ccc(C(=O)N3CCN(c4ccccc4OC)CC3)cc2C1=O	0.1	4	2	1	0	-2	·	0
COc1ccc(C2=CSC3=NCCN23)cc1Cl	0.0	6	-7	7	0	3	·	-1
COc1ccc(-n2nnnc2CNC(=O)c2ccc(S(=O)(=O)N3CCOCC3)cc2)cc1	0.1	2	3	4	-12	1	·	2

Assay outcomes (PubChem)
